Assay outcomes deposited in PubChem by National Center for Advancing Translational Sciences (NCATS).
N370S GC mod = qHTS Assay for Inhibitors and Activators of N370S glucocerebrosidase as a Potential Chaperone Treatment of Gaucher Disease; N370S GC spleen homogenate, 4MU-glucoside fluorescence; Potency, µM (titrated, usually from 59.4 µM), for inactives: top-dose activity change, negative = inhibition, hits mostly inhibitors; 330,000 compounds, 0.092% hits;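 further: 0% = full enzyme activity and -100% = no enzyme basal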
DT40 TDP1 CPT = qHTS for Inhibitors of human tyrosyl-DNA phosphodiesterase 1 (TDP1): qHTS in cells in presence of CPT; 420,000 compounds, 12% hits; chicken DT40 Tdp1-/-;hTDP1 cells + 20 nM CPT, ATP luminescence, 48 h; AID 686979, 2013; Potency, µM (top dose mostly 46.2 µM), for the others: at the top dose activity change, negative = growth inhibition, hits mostly inhibitors; further: nearly all actives have a fitted effect of over 55% in size
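Chicken DT40 Tdp1-/- cells complemented with human TDP1, 400 cells/well, exposed to compounds plus 20 nM camptothecin for at least 48 h at 37 C; viability read as ATP content by CellTiter-Glo luminescence.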
FEN1 inh = qHTS Assay for the Inhibitors of Human Flap endonuclease 1 (FEN1) | Potency, µM (series often up to 114 µM), for the others: at the highest dose activity change, negative = inhibition, most hits filed as inhibitors | Recombinant FEN1 flap cleavage, fluorescence, 15 min | AID 588795, 2011 | 390,000 compounds, 0.35% hits | P39748; further: nearly all actives have a fitted effect of over 65% in size
Target sequence (P39748 whole entry, looked up): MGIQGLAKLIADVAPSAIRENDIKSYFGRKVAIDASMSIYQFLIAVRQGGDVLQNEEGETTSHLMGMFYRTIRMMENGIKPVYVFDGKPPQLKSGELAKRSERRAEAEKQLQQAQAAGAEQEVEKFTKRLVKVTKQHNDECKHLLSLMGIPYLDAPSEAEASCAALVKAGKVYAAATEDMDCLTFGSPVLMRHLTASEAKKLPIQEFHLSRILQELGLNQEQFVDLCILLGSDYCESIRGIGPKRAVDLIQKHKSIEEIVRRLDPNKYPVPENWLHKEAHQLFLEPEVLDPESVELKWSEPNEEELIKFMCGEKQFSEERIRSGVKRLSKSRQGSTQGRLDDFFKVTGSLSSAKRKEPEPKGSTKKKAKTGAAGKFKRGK
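Reaction started by adding substrate (50 nM final) to 10 nM enzyme after 15 min room-temperature compound preincubation. Reads at 0 and 15 min, with data normalized and fitted to a four-parameter Hill equation.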
Active calls of the source: *; u = inconclusive; x = not tested or not shown; & = joins results of further samples; [ ] = another dose, or the depositor's remark. The call rests on the fitted dose curve; in most records, active means well fitted curve in the direction sought with a large enough effect; inconclusive means small, poorly fitted or top-dose-only effect, or another doubt; inactive means no such curve, though single readings can be large; an effect the other way counts as inactive or inconclusive. Unless noted, on the % scale 0 is the no-effect control and ±100 the full control effect; potency means the concentration at half of the fitted maximal effect.

1. Cc1nnc(SC(C)C(=O)NC2CCCc3ccccc32)n1-c1ccccc1 (stereo unspecified)
2. CCOC(=O)c1nn(-c2ccc(C)c(C)c2)c(=O)c2c(N)scc12
3. NC(=O)C1CCN(C(=O)c2ccc3c(c2)N(Cc2cccc(Cl)c2)C(=O)c2ccccc2S3=O)CC1 (stereo unspecified)
4. C#CCCOC(=O)N1C2=NC(C(=O)OC)=C(C(=O)OC)[C@@H]3Nc4ccccc4[C@]23C[C@H]1C(=O)OC
5. CN1CCN(C(=O)/C(C#N)=C/c2ccc(OC(F)F)cc2)CC1
6. Cc1csc(NC(=O)c2ccc(S(=O)(=O)N3CCCC3)cc2)n1
7. Cc1ccc(Cn2ccc(NC(=O)c3noc4c3CCc3ccccc3-4)n2)cc1
8. Cc1cccc2nc3ccccc3cc12
compound no.,1,2,3,4,5,6,7,8
N370S GC mod,-1%,4%,x,14%[12.8 µM],8%,1%,1%,x
DT40 TDP1 CPT,0%,21µM*,-5%,8%,3%,u,-1%,14%
FEN1 inh,6%,-16%,-2%,-13%,-1%,15%,-8%,-18%

9. CC(=NNC(=O)c1ccncc1)c1cccc(Cl)c1
10. COc1ccc(C(=O)N/N=C/C(=O)c2ccccc2)cc1
11. CC(C)CC1Nc2ccc(C(=O)NCc3ccc4c(c3)OCO4)cc2NC1=O (stereo unspecified)
12. COc1ccc(-c2oc3ncn4nc(-c5ccccc5C)nc4c3c2-c2ccc(OC)cc2)cc1
13. Cc1ccc2cc(C=O)c(N(C)C)nc2c1
14. NS(=O)(=O)c1ccc(NC(=O)CN2CCCC2)cc1
15. Cc1ccc(S(=O)(=O)C(CNC(=O)COc2ccccc2)c2cccs2)cc1 (stereo unspecified)
16. COc1ccccc1CCNC(=O)CCc1c(C)c2cc3c(C)coc3c(C)c2oc1=O
compound no.,9,10,11,12,13,14,15,16
N370S GC mod,x,-3%,1%,x,-6%,8%,x,x
DT40 TDP1 CPT,9%,-22%,u,-15%,9%,-10%,u,u
FEN1 inh,0%,-14%,36%[activator],4%,-2%,-12%,-10%,-3%

17. O=C(Nc1ccc(Oc2ccccc2)cc1)C1CCN(c2c3c(nc4ncnn24)CCC3)CC1
18. N#CCCC(CCC#N)(CCC#N)c1cc[n+](CCc2ccccn2)cc1
19. CC(C)c1ccc(S(=O)(=O)NCc2ccc3c(c2)OCO3)cc1
20. CCOc1ccc2cc(C3CC(c4ccco4)=NN3S(=O)(=O)c3ccccc3)c(Cl)nc2c1 (stereo unspecified)
21. CC(C)(C)NC(=O)C1Cc2ccccc2CN1C(=O)Nc1ccccc1Cl (stereo unspecified)
22. CC(C)C(=O)OCc1cn(-c2ccc(Cl)c(Cl)c2)nn1
23. C[C@H]1CN[C@H](CCO)/C1=C\c1ccccc1
24. CCCCOc1ccc(CSc2n[nH]c(C)n2)cc1
compound no.,17,18,19,20,21,22,23,24
N370S GC mod,4%,-15%,-4%,6%,1%,-2%,x,1%
DT40 TDP1 CPT,15µM*,4%,14%,u,-16%,u,-7%,u
FEN1 inh,-6%,-3%,-14%,0%,-1%,-2%,19%,1%

One compound at a time, as listed above. Values in the order: N370S GC mod, DT40 TDP1 CPT, FEN1 inh
CC(C)C(=O)OCc1cn(-c2ccc(Cl)c(Cl)c2)nn1 as listed: -2%, u, -2%
CCCCOc1ccc(CSc2n[nH]c(C)n2)cc1 as listed: 1%, u, 1%
CC(C)(C)NC(=O)C1Cc2ccccc2CN1C(=O)Nc1ccccc1Cl (stereo unspecified) as listed: 1%, -16%, -1%
C[C@H]1CN[C@H](CCO)/C1=C\c1ccccc1 as listed: x, -7%, 19%

The main list resumes; the four compounds before the break are reprinted first.
21. CC(C)(C)NC(=O)C1Cc2ccccc2CN1C(=O)Nc1ccccc1Cl (stereo unspecified)
22. CC(C)C(=O)OCc1cn(-c2ccc(Cl)c(Cl)c2)nn1
23. C[C@H]1CN[C@H](CCO)/C1=C\c1ccccc1
24. CCCCOc1ccc(CSc2n[nH]c(C)n2)cc1
25. CN(C)C(=O)c1cc(C(=O)c2ccccc2C(F)(F)F)c[nH]1
26. Cn1nnc(NC(=O)c2ccc(C(C)(C)C)cc2)n1
27. O=C(NCc1ccc2c(c1)OCO2)c1ccc(Br)s1
28. N#CCCN1CCN(S(=O)(=O)c2ccc3c(c2)CCC3)CC1
29. Cc1ccc(S(=O)(=O)c2nc(-c3ccccc3Cl)oc2N2CCCCCC2)cc1
30. COc1ccc(C2C(C(=O)N3CCN(c4ccccn4)CC3)CCC(=O)N2c2ccc(OC)cc2)cc1 (stereo unspecified)
31. O=C(c1ccc(Br)cc1)N(C1=NCCCCS1)c1ccccc1
32. CCN(CC(=O)NCc1ccc(Cl)cc1)C(=O)CSc1ccc(F)cc1
compound no.,21,22,23,24,25,26,27,28,29,30,31,32
N370S GC mod,1%,-2%,x,1%,-2%,1%,27%,x,x,3%,u,1%
DT40 TDP1 CPT,-16%,u,-7%,u,u,-16%,0%,-22%,23µM*,-1%,u,u
FEN1 inh,-1%,-2%,19%,1%,-3%,11%,-1%,1%,-14%,-3%,-11%,4%

33. Cc1ccc(N(C)C(=O)c2cc(S(=O)(=O)N3CCOCC3)cn2C)cc1
34. Cc1nn(-c2ccccc2)c(C)c1/C=N/NC(=O)CSc1nnc(-c2ccccc2)n1-c1ccc(Cl)cc1
35. Cc1cc(C)c(OCC(=O)NCC2CCCO2)c(C)c1 (stereo unspecified)
36. Cc1ccc(C(C(=O)NCc2ccco2)N(CCc2ccccc2)C(=O)Cn2nnc3ccccc32)o1 (stereo unspecified)
37. CCn1c(SCCOc2ccc(Cl)cc2)nnc1-c1cccs1
38. COC(=O)c1ccccc1NC(=O)c1nn(-c2ccc(OC)cc2)c(=O)c2c1c1ccccc1n2C
39. Cc1cccc(N2CCN(C(c3cccs3)c3nnnn3C(C)(C)C)CC2)c1C (stereo unspecified)
40. O=C(/C=C/c1ccccc1)N/C(=C/c1ccccc1)C(=O)Nc1cccc(C(=O)O)c1
compound no.,33,34,35,36,37,38,39,40
N370S GC mod,x,-10%,7%,14%,18%,x,-16%,-3%
DT40 TDP1 CPT,-19%,u,4%,u,u,-3%,18µM*,3%
FEN1 inh,0%,-20%,-4%,1%,-21%,-9%,7%,9%

41. CCC(C)NC(=O)COc1ccc(S(=O)(=O)N2CCOCC2)cc1 (stereo unspecified)
42. CCCN(C/C=C/I)C1CCc2cccc(O)c2C1 (stereo unspecified)
43. c1ccc(CNc2c3ccccc3nc3ccccc23)cc1
44. COc1ccc2c(c1)c(=O)oc1c(C)c(OCc3ccc(C(=O)O)cc3)ccc12
45. COc1ccccc1-c1nnc(SCC(=O)c2c(N)n(C3CC3)c(=O)[nH]c2=O)o1
46. CCC1CCC(C(=O)NC(C(=O)NCCCN2CCCCC2C)C(C)C)CC1 (stereo unspecified)
47. CC(=O)C1=C(c2ccccc2)OC(N)=C(C#N)C1c1ccc(O)cc1 (stereo unspecified)
48. CCOc1ccc(/C=C/c2nc(C#N)c(NC3CCCCC3)o2)cc1
compound no.,41,42,43,44,45,46,47,48
N370S GC mod,9%,-4%,-6%,4%,x,2%,-7%,x
DT40 TDP1 CPT,-1%,u,13µM*,-14%,0%,-3%,-4%,u
FEN1 inh,-2%,x,u,u,-1%,-12%,-12%,4%

49. Cc1cccc(C(=O)N2CCN(S(=O)(=O)N3CCCCC3)CC2)c1
50. CC(C)Cn1c(SCC(=O)N2CCOCC2)nc2ccccc2c1=O
51. CC(C)(C)NC[C@H](O)COc1nsnc1N1CCOCC1
52. CCOc1ccc(NS(=O)(=O)c2ccc(NC(=O)[C@@H]3CCCC[C@@H]3C(=O)O)cc2)cc1
53. C=CCOc1cccc(C2C(C(=O)c3ccc(C)o3)=C(O)C(=O)N2CCCn2ccnc2)c1 (stereo unspecified)
54. On1c(-c2ccccc2Cl)nc2ncccc21
55. CCOC(=O)C1CCCN(C(=O)c2ccc(Cl)c(S(=O)(=O)N3CCc4ccccc43)c2)C1 (stereo unspecified)
56. CCCCNC(=O)c1ccc(N2CCC3(CC2)OCCO3)c([N+](=O)[O-])c1
compound no.,49,50,51,52,53,54,55,56
N370S GC mod,-4%,x,-11%,-6%,x,2%,x,2%
DT40 TDP1 CPT,-16%,-4%,0%&0%&-13%&-28%&8%,-18%,10%,3%,u,-21%
FEN1 inh,-1%,-15%,13%&14%&10%,4%,15%,-4%,-5%,0%

Only DT40 TDP1 CPT and N370S GC mod, for some of the entries so far:
# | Structure | DT40 TDP1 CPT | N370S GC mod
50 | CC(C)Cn1c(SCC(=O)N2CCOCC2)nc2ccccc2c1=O | -4% | x
51 | CC(C)(C)NC[C@H](O)COc1nsnc1N1CCOCC1 | 0%&0%&-13%&-28%&8% | -11%
52 | CCOc1ccc(NS(=O)(=O)c2ccc(NC(=O)[C@@H]3CCCC[C@@H]3C(=O)O)cc2)cc1 | -18% | -6%

A portion of the library; rates above refer to the full screens.
